Source: PubChem BioAssay (The Scripps Research Institute Molecular Screening Center)
GPR151 ag – activators of human GPR151; PathHunter beta-arrestin GPR151 cells, luminescence; activation, % at 11.2 µM; 650,000 tested, 1% active; in the data active = activation above about 4.9%;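 also: 0% = median of compound wells and 100% = cells with positive control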
Target sequence (Q8TDV0 whole entry, looked up): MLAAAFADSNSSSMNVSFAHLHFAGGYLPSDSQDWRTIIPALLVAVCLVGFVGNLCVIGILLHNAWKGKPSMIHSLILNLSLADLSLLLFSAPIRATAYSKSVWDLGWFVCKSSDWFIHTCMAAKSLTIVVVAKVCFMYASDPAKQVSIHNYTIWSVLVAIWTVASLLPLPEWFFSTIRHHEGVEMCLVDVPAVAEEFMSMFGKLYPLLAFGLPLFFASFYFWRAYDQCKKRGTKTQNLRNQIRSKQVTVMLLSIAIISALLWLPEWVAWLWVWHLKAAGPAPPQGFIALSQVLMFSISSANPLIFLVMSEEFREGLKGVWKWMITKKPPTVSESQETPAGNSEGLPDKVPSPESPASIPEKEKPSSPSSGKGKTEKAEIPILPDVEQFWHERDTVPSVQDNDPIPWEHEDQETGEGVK
MITF primary – blocks human microphthalmia-associated transcription factor. O75030. AlphaScreen MITF homodimerization, bead proximity signal. 650,000 tested, 0.91% active. inhibition, % at 2.6 µM; in the data active = inhibition above about 50%;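 also: 0% = vehicle wells with protein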
FBW7 act – activators of human E3 ligase FBW7; normalized activity (activation), % at 26.1 µM; 650,000 tested, 0.13% active; AlphaScreen FBW7–phospho-cyclin E peptide binding, activator screen; Q969H0; in the data active = normalized activity above about 1.9%;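 also: purified mutant Fbw7 with reduced substrate affinity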
Target sequence (Q969H0 whole entry, looked up): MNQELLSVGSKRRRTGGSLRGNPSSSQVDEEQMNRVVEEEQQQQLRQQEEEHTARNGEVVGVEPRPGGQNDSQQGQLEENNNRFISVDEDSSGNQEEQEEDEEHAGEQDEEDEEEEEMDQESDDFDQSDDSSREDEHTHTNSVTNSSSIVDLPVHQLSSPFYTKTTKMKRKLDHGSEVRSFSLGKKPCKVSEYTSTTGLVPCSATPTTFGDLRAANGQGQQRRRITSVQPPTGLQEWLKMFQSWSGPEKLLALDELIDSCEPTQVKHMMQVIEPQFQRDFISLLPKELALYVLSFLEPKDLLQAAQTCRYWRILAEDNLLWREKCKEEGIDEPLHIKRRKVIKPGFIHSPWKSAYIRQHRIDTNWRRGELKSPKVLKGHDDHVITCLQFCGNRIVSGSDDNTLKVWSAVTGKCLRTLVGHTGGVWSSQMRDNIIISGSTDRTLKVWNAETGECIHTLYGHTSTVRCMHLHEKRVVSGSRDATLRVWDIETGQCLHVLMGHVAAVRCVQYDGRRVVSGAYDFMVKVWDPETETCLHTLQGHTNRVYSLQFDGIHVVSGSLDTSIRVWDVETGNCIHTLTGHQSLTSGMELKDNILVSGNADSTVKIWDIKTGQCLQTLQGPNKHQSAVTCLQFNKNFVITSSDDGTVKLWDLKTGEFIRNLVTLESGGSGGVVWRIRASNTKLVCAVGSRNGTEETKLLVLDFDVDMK
TEAD-YAP block – TEAD-YAP interaction inhibition; 640,000 tested, 1.4% active; HEK-TIYL cells, TEAD-Gal4/YAP UAS-luciferase luminescence; AID 1259422; inhibition, % at 9.12 µM; in the data active = inhibition above about 32%;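 also: 0% = median of test compound wells and 100% = reference inhibitor wells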
* = called active by the depositor. Compounds as they come. Share with any hit: about 3.5%.

SMILES | GPR151 ag | MITF primary | FBW7 act | TEAD-YAP block
COC(=O)c1ccc(CN(Cc2ccc(OC)c(OC)c2)S(=O)(=O)c2ccc(F)c(C(=O)Nc3ccc(Br)cc3)c2)cc1 | 0.6 | 18 | 0.7 | 3
CCOC(=O)c1c(NC(=O)CSc2nnc(CNC(=O)c3cccc(OC)c3)n2-c2cc(C)ccc2C)sc2c1CCC2 | -0.8 | 0 | -0.2 | -7
O=C(O)COc1ccccc1/C=C1/C(=O)Nc2ccc(Cl)cc21 | 0.0 | 2 | -0.3 | 8
CCCS(=O)(=O)c1ccc(Cl)cc1[N+](=O)[O-] | 2.0 | 5 | 0.0 | 3
Cc1ccc(NS(=O)(=O)c2ccc(F)cc2)cc1[N+](=O)[O-] | 1.2 | 8 | 0.0 | 3
COc1ccc(NC(=O)CN(C)C)cc1 | -1.1 | 0 | -0.2 | -2
CCN(CC)c1ccc(-c2n[nH]c(=S)n2C)cc1 | -1.4 | 2 | -0.1 | -23
COC(=O)CCCC(=O)N1CCOCCOCCOCC1 | -1.1 | -13 | 0.0 | -5
Cn1c(=O)n(C)c2cc(NC(=O)CSc3ncn(-c4ccccc4)n3)ccc21 | 0.3 | -15 | 0.0 | 8
O=C(NCCc1ccccc1F)C1CC(O)CN1C(=O)Nc1ccccc1 (stereo unspecified) | -0.9 | 0 | -0.1 | 2
COc1ccc(S(=O)(=O)N2CCOC2CNC(=O)C(=O)NCC(OC)OC)cc1C (stereo unspecified) | -0.4 | 4 | -0.1 | 5
CC/C=C\C/C=C\C/C=C\C/C=C\C/C=C\CCCC(=O)OCC | 1.3 | -3 | -0.1 | -9
COc1ccc(/C=c2\sc3n(c2=O)C(N)=C(C#N)C(c2ccc(OC)c(Br)c2)C=3C#N)cc1Br (stereo unspecified) | 0.3 | -5 | 0.0 | 2
COC(=O)C1CCCCN1C(=O)c1ccc([N+](=O)[O-])cc1 (stereo unspecified) | 1.7 | -1 | -0.1 | 1
CC(O)CNCCOc1ccccc1-c1ccccc1 (stereo unspecified) | -0.5 | 33 | -0.1 | 12
COc1ccccc1N1CCN(C2CCCN(C(=O)CCc3cnn(C)c3)C2)CC1 (stereo unspecified) | 0.4 | -14 | 0.2 | 8
Cc1nc2cc(C(=O)N3CCc4ccccc43)ccc2n1-c1ccc(Br)cc1 | -0.3 | 11 | 0.0 | 1
C/C(=N\NC(=O)c1nnn(-c2nonc2N)c1C)c1ccc(Cl)c(Cl)c1 | 0.3 | 4 | -0.2 | -7
CCOC(=O)C1CCCN(S(=O)(=O)c2cc(Br)cnc2N)C1 (stereo unspecified) | -0.7 | 9 | 0.3 | -8
CC(Oc1ccccc1)C(=O)Nc1ccc(C#N)cc1 (stereo unspecified) | -0.9 | 1 | 0.1 | 0

Ordered by length of the SMILES (low to high): 12 of the compounds above
SMILES | GPR151 ag | MITF primary | FBW7 act | TEAD-YAP block
COc1ccc(NC(=O)CN(C)C)cc1 | -1.1 | 0 | -0.2 | -2
CC(O)CNCCOc1ccccc1-c1ccccc1 (stereo unspecified) | -0.5 | 33 | -0.1 | 12
COC(=O)CCCC(=O)N1CCOCCOCCOCC1 | -1.1 | -13 | 0.0 | -5
CC(Oc1ccccc1)C(=O)Nc1ccc(C#N)cc1 (stereo unspecified) | -0.9 | 1 | 0.1 | 0
CCN(CC)c1ccc(-c2n[nH]c(=S)n2C)cc1 | -1.4 | 2 | -0.1 | -23
CCOC(=O)C1CCCN(S(=O)(=O)c2cc(Br)cnc2N)C1 (stereo unspecified) | -0.7 | 9 | 0.3 | -8
O=C(NCCc1ccccc1F)C1CC(O)CN1C(=O)Nc1ccccc1 (stereo unspecified) | -0.9 | 0 | -0.1 | 2
CC/C=C\C/C=C\C/C=C\C/C=C\C/C=C\CCCC(=O)OCC | 1.3 | -3 | -0.1 | -9
COc1ccccc1N1CCN(C2CCCN(C(=O)CCc3cnn(C)c3)C2)CC1 (stereo unspecified) | 0.4 | -14 | 0.2 | 8
C/C(=N\NC(=O)c1nnn(-c2nonc2N)c1C)c1ccc(Cl)c(Cl)c1 | 0.3 | 4 | -0.2 | -7
COc1ccc(S(=O)(=O)N2CCOC2CNC(=O)C(=O)NCC(OC)OC)cc1C (stereo unspecified) | -0.4 | 4 | -0.1 | 5
COc1ccc(/C=c2\sc3n(c2=O)C(N)=C(C#N)C(c2ccc(OC)c(Br)c2)C=3C#N)cc1Br (stereo unspecified) | 0.3 | -5 | 0.0 | 2

More structures:
SMILES | GPR151 ag | MITF primary | FBW7 act | TEAD-YAP block
Cc1ccc(C2Nn3c(C)nnc3SC2C(=O)Nc2cccc(Cl)c2)cc1 (stereo unspecified) | -0.5 | -4 | 0.0 | -2
CN(Cc1ccccc1)C(=O)c1cn(-c2ccc(Cl)cc2)c(=O)c2ccccc12 | 0.9 | 1 | 0.1 | -1
C=CCO[C@H]1[C@H](NC(=O)COC)c2ccccc2C12CCN(C1CCSCC1)CC2 | -0.3 | -21 | -0.1 | -2
COc1ccc2oc(=Nc3ccc(C(=O)O)cc3)c(C(=O)NCc3ccco3)cc2c1 | -1.6 | -3 | -0.2 | -4
C[C@@H]1NC(=O)[C@@H]2C[C@H](NC(=O)Nc3cccc(Cl)c3)CN2C1=O | 2.8 | 18 | -0.1 | 12
CCCN1CCC(=NNC(=O)c2cccc3ccccc23)CC1 | 2.4 | -2 | 0.1 | 2
Cc1ccc2c(c1)-c1c(ssc1=S)C(C)(C)N2C(=O)Cc1cccs1 | -0.9 | 41 | -0.4 | -12
C=CCc1cccc2cc(C(=O)Nc3ccccc3Oc3ccccc3)c(=O)oc12 | 0.3 | -5 | -0.1 | -1
Cc1ccccc1C(=O)Nc1cccc(NC(=O)c2ccccc2Cl)c1 | 0.4 | 1 | 0.1 | -5
Nc1nn2cc(-c3ccccc3)nc2s1 | -7.0 | 8 | 0.0 | -21
CCOc1ccccc1NC(=O)Cn1c(=O)n(CCC(C)C)c(=O)c2cccnc21 | 1.6 | 3 | 0.1 | 1
ClC(/C=N\N1CCN(c2ccccc2)CC1)=C\c1ccccc1 | -0.3 | 5 | 0.9 | 5
Cc1ccc(C2=NN(CCC#N)C(=O)CO2)cc1 | 0.2 | 6 | 0.2 | 5
O=C(NCc1ccc(F)cc1)c1ccc(Cl)cc1[N+](=O)[O-] | -0.3 | -9 | 0.0 | 3
CCOC(=O)C1=C(C)N=c2s/c(=C\c3ccc(-c4ccc(Cl)c(C(=O)O)c4)o3)c(=O)n2C1c1ccc(C)cc1 (stereo unspecified) | 0.5 | -5 | 0.1 | 1
COc1ccccc1NC(=O)C1=C(C)NC(=O)NC1c1cccc(F)c1 (stereo unspecified) | -0.9 | 12 | 0.1 | -2
Cc1ccc2nc(NC(=O)C3CC=CCC3C(=O)O)sc2c1 (stereo unspecified) | -4.1 | 8 | -0.1 | 0
COc1ccc(Nc2nc(NCc3ccco3)nc(N3CCOCC3)n2)cc1 | -0.8 | 3 | -0.2 | -27
CC(=O)c1cccc(-c2cnc3c(NCc4ccc(F)cc4)nccn23)c1 | 0.1 | 3 | -0.2 | 4
O=C(Cc1ccc([N+](=O)[O-])cc1)NNC(=O)NC12CC3CC(CC(C3)C1)C2 | -0.7 | 6 | -0.3 | 5
CCOc1ccccc1NC(=O)CN(C)S(=O)(=O)c1ccc2c(c1)C(C)(C)C(=O)N2C | 2.0 | 8 | 0.3 | 7
COc1ccccc1N1CCN(CC(=O)N2CCCC2)CC1 | 1.7 | 38 | 0.0 | 13
COc1ccccc1-c1nc(N)nc(N)n1 | 0.0 | 0 | 0.1 | 8
Cc1c(N(C(=O)c2ccccc2)C(=O)c2ccccc2)c(=O)n(-c2ccccc2)n1C | -0.8 | 16 | 0.1 | 11
CC1(C)CC(=O)C2=C(C1)N(c1ccc(Br)cc1)C(N)=C(C#N)C2c1ccc(Br)cc1 (stereo unspecified) | 2.0 | -8 | 0.1 | 3
COc1cccc(/C=C2\N=C(c3ccc(-c4ccccc4)cc3)OC2=O)c1OC | 1.7 | 16 | 0.1 | 0
COc1ccc(CCNc2nc(NCCCN3CCCC3=O)nc3c2ncn3C2CCCCC2)cc1 | 0.2 | 28 | -0.1 | 3
O=C(CNC(=O)c1ccc2c(c1)OCO2)N/N=C/c1ccccc1[N+](=O)[O-] | -0.1 | -3 | -0.1 | -14
CC(C)c1ccc(OCC(=O)N2CCN(S(=O)(=O)C3CC3)CC2)cc1 | -0.4 | 0 | -0.1 | 0
O=C(NN=C1CCCC1)c1ccccc1[N+](=O)[O-] | 0.1 | 10 | 0.2 | -1
C=CCn1c(SCc2cccc(C)c2)nc2c1c(=O)[nH]c(=O)n2C | -0.5 | -7 | -0.3 | 45*
Cc1cc(C(=O)CSc2nnc(-c3ccco3)o2)c(C)n1Cc1ccc2c(c1)OCO2 | 0.8 | 4 | -0.2 | 1
O=C(NN1C(=O)c2ccccc2C1(O)Cc1ccccc1)c1ccccc1 (stereo unspecified) | -1.6 | 0 | -0.1 | -7
[2H]C([2H])([2H])n1ccs/c1=N\C(=S)NCC=C | -0.8 | 6 | -0.1 | -2
CC1(C)C(=O)Nc2ccccc2N1C(=O)CSc1nnc(-c2ccco2)n1N | -1.8 | 0 | 0.1 | -7
COc1ccccc1CN1C[C@@H]2C[C@@H](c3cc(F)ccc3F)N3CCC[C@@]23C1=O | 1.3 | -5 | -0.1 | -2
COc1ccc(/C=N/NC(=O)c2ccc(CN)cc2)c(OC)c1OC | 0.8 | 0 | -0.1 | 0
CC[n+]1ccc(/C=C/c2ccc(N(C)C)cc2)cc1 | 1.5 | 1 | -0.4 | 82*
O=c1ccc2cc(S(=O)(=O)N(CCO)Cc3ccccc3)ccc2[nH]1 | -1.8 | 13 | -0.1 | -5
Cc1cc(C)cc(NC(=O)C2C3C=CC4(O3)C2C(=O)N(CC2COc3ccccc3O2)C4C(=O)NC2CCCCC2)c1 (stereo unspecified) | 1.4 | 2 | -0.1 | -5
O=C(NCc1ccc(Cl)cc1)C(=O)NCc1ccccn1 | 0.2 | 1 | 0.1 | 1
CC(=O)Nc1ncc(Cc2ccc(Cl)cc2)s1 | 1.9 | 2 | 0.1 | 11
CCC1(C)Cc2c(sc3nc(SCC(=O)c4ccc(Cl)cc4)n(-c4ccc(C)cc4)c(=O)c23)CO1 (stereo unspecified) | -1.4 | -1 | -0.1 | -11
O=C(CNCCCO)Nc1ccccc1N1CCCCC1 | 0.3 | 57* | -0.1 | -2
COc1cc(C(C)=O)ccc1OCC(O)CN1CCOCC1 (stereo unspecified) | -1.0 | 0 | -0.1 | -10
COc1ccc(-c2cncc3ccc(C(=O)NCc4ccccc4OC)nc23)cc1 | 0.1 | 12 | -0.1 | 50*
COc1cc(=O)n2c(c1C(=O)N1CCCC1)CCN(CC1=CC[C@H]3C[C@@H]1C3(C)C)CC2 | 0.0 | 3 | 0.1 | -34
O=C(CCCOc1ccc(Cl)cc1Cl)NNC(=O)C(c1ccccc1)c1ccccc1 | 0.4 | -2 | 0.0 | 2
O=C(O)CC(Br)C(=O)c1ccc(Cl)cc1 (stereo unspecified) | 0.8 | 5 | -0.1 | 4
CCCCOC(=O)C1=C(C)N(C)C(=O)NC1c1ccc(C(=O)OC)cc1 (stereo unspecified) | 0.1 | 0 | -0.1 | -1
(next part)
SMILES | GPR151 ag | MITF primary | FBW7 act | TEAD-YAP block
CCOc1cc(CNC(C)COC)ccc1OC (stereo unspecified) | -0.1 | 19 | 0.2 | 14
CC(=O)Nc1ccc(NC(=O)CSc2ccc3nnc(-c4ccccc4)n3n2)cc1 | 0.6 | -11 | 0.1 | -3
CCOC(=O)c1c(N)sc(C(=O)Nc2cccc(C(F)(F)F)c2)c1C | -1.1 | 19 | 0.3 | -51
COC(=O)C1=C(O)/C(=C\c2cc(C)n(-c3cccc(C)c3)c2C)N=C1C | 0.4 | 36 | 0.1 | 2
COc1ccc(C2=NOC(C(=O)N3CCCCC3C)C2)cc1OC (stereo unspecified) | -0.6 | 16 | 0.2 | 8
COc1ccc(S[C@@H]2C[C@@H](C(=O)N(C)Cc3ccn[nH]3)N(Cc3ccncc3)C2)cc1 | -1.2 | 10 | 0.3 | -6
CCCCOC(=O)Nc1ccc(N(CC)CC)cc1 | 0.3 | 19 | -0.1 | -45
O=C(c1ccc(Br)cc1)N(Cc1ccc(F)cc1)C1CCS(=O)(=O)C1 (stereo unspecified) | -0.7 | 6 | -0.4 | -12
CC1(C)OC(=O)C(Cc2ccc([N+](=O)[O-])cc2)(Cc2ccc([N+](=O)[O-])cc2)C(=O)O1 | -1.8 | -2 | -0.1 | -5
CCOC(=O)c1sc(N/N=C/C2CC=CCC2)nc1C (stereo unspecified) | 0.3 | 10 | 0.0 | -1
CCC(C)n1c(SCC(=O)c2ccc(Cl)c(Cl)c2)nc2ccsc2c1=O (stereo unspecified) | 3.5 | -3 | 0.0 | -4
CCOC(=O)C1=C(c2ccccc2)N=c2s/c(=C\c3cccnc3)c(=O)n2C1c1ccc(OC)c(OC)c1 (stereo unspecified) | 1.3 | -1 | -0.1 | -5
O=C(NNC(=S)NCC1CCCO1)c1ccc(COc2ccc3c(c2)CCC3)o1 (stereo unspecified) | -1.4 | 1 | 0.8 | -8
N#Cc1c(NC(=O)c2ccc(Cl)cc2)sc2c1CCCC2 | 0.4 | 1 | 0.0 | -41
COc1ccc(C(=O)/C=C/c2ccco2)c(OC)c1 | -0.9 | -9 | -0.3 | -13
COc1ccc2c(c1)C(C)=CC(C)(C)N2C(=O)CN1C(=O)c2cccc([N+](=O)[O-])c2C1=O | -0.2 | 4 | -0.2 | 5
Cc1ccc2cccc(NC3OC(=O)c4ccccc43)c2n1 (stereo unspecified) | 0.9 | -5 | -0.1 | -5
O=C(NC1CCCCC1)C1CC(=O)N(C2CCCC2)C1 (stereo unspecified) | 0.2 | 0 | -0.2 | -5
